KLK7 zymogen act = proKLK7 (human) activation, primary screen | P49862 | purified proKLK7, EDANS-DABCYL substrate fluorescence; 100% is mature enzyme control, 0% vehicle | activation, % at 7 µM | hit rate 0.9% among 370,000 | AID 652039;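 active = activation above the mean of all tested compounds plus 3 SD, computed per campaign excluding outliers beyond control limits, cut at about 13% in these data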
PLCb3 inh = PLC-beta3 (human) inhibition, primary screen. Purified PLC-beta3, fluorogenic substrate, fluorescence. hit rate 0.18% among 370,000. AID 720704. Q01970. inhibition, % at 12.2 µM; in the data active = inhibition above about 11%;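 note: 0% = median of compound wells on plate and 100% = full blocker control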
UHRF1 MBD2 ctr = human UHRF1 methylated DNA binding inhibitors; Q96T88; UHRF1 binding to methylated oligo, TR-FRET; inhibition, % at 4.4 µM; hit rate 0.75% among 370,000; in the data active = inhibition above about 21%;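 note: UHRF1 SRA domain binding a hemimethylated CpG hairpin DNA probe; 0% = median of test compound wells and 100% = reference inhibitor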
Tn7 DDE FP = inhibitors of Tn7 peptide binding to human fibrin DD(E); FP displacement of FITC-Tn7 peptide from fibrin DD(E); 0% = median of compound wells per plate; P02675; AID 720508; inhibition, % at 8.3 µM; hit rate 0.13% among 370,000;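 active = inhibition above the mean of compounds falling within the control limits plus 3 SD of them, cut at about 14% in these data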;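 note: 0% = plate median of compound wells and 100% = 10 µM Aha-Tn7 peptide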
Target sequence (P02675 whole entry, looked up): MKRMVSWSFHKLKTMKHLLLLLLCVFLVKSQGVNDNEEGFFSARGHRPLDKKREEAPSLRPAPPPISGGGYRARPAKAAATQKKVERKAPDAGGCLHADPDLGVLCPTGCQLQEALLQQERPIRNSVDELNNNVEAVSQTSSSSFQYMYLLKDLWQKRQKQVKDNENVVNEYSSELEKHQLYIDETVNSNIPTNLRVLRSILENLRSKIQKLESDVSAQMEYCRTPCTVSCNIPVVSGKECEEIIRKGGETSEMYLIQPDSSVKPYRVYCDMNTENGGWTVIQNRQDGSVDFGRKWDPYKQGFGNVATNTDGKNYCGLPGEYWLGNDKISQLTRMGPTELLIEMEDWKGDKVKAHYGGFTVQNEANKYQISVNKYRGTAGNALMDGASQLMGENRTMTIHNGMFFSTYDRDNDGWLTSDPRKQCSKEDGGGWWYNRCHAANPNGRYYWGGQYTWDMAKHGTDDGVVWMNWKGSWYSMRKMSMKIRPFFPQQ
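Test system – human fibrin DD(E) · Times – 10 min preincubation, 3 h with tracer, room temperature · Detection – fluorescence polarization of the labelled Tn7 tracer · Measure – percent inhibition normalized to high-control wells · Benchmarks – high control wells with 10 µM unlabelled Aha-Tn7 peptide (full inhibition) · Repeats – singlicate testing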
Tn6 DDE FP = disrupts Tn6 cyclic peptide binding to fibrin D-Dimer-E complex | P02675 | hit rate 0.21% among 370,000 | inhibition, % at 8.3 µM | Fibrin DD(E) TRITC-Tn6 fluorescence polarization displacement;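 active = inhibition above a per-campaign cutoff: mean of compounds within control limits plus 3 SD, cut at about 15% in these data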;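 note: 0% = median of all compound wells on the plate and 100% = blocking peptide control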
MBD2 DNA inh = MBD2-methylated oligo binding inhibition; AID 686964; hit rate 0.31% among 370,000; inhibition, % at 4.4 µM; Q9UBB5; TR-FRET, MBD2 binding to methylated oligonucleotide; in the data active = inhibition above about 13%
Target sequence (Q9UBB5 whole entry, looked up): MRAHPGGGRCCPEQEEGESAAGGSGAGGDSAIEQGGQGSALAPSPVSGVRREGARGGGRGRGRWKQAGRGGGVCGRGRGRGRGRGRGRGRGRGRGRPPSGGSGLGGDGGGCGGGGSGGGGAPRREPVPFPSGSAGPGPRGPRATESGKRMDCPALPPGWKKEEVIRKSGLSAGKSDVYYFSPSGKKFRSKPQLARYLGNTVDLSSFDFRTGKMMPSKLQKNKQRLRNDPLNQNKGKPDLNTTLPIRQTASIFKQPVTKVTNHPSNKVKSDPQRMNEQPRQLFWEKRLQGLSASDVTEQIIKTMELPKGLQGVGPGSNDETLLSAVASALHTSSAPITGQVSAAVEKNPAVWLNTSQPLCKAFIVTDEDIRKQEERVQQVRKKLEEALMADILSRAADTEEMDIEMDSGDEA
PLCg1 inh = blocks human PLC-gamma1 enzyme activity. hit rate 0.84% among 370,000. inhibition, % at 12.2 µM. purified PLC-gamma1, fluorogenic substrate, fluorescence. AID 720700. P19174; in the data active = inhibition above about 9.5%
ADAM17 inh = inhibits human ADAM17. P78536. recombinant ADAM17, EDANS/DABCYL FRET peptide cleavage. hit rate 0.83% among 370,000. inhibition, % at 6.95 µM. AID 720648;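 active = inhibition above the mean of compounds lying between control limits plus 3 SD, set per campaign, cut at about 8.5% in these data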;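 note: 0% = DMSO-only wells as the low control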
ASAP1 GAP inh = inhibitors of human ASAP1 ArfGAP activity. ASAP1-stimulated ARF1 GTP hydrolysis, GDP FP detection. inhibition, % at 16.5 µM. hit rate 0.19% among 360,000; in the data active = inhibition above about 25%;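 note: 0% = vehicle with enzyme and substrate and 100% = no enzyme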
ARFGAP1 inh = rat ARFGAP1 inhibition; AID 651572; hit rate 0.26% among 360,000; Q62848; Arfgap1-stimulated ARF1 GTP hydrolysis, GDP FP detection; inhibition, % at 16.5 µM;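 active = inhibition above a per-plate limit, mean inhibition of low control wells plus 3 SD, cut at about 25% in these data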;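 note: 0% = DMSO wells with enzyme and 100% = wells lacking Arfgap1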
Target sequence (Q62848 1-136 limits assumed): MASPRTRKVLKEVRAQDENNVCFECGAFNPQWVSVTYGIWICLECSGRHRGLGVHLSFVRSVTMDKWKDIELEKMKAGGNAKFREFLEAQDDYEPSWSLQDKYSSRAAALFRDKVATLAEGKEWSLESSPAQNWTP
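System: truncated rat Arfgap1 GAP domain / Benchmarks: high control wells lacking Arfgap1, low control full reaction with DMSO / Times: compound-enzyme preincubation 20 min, reaction 120 min, detection 60 min, 25 °C / Repeats: one replicate per compound / Also added: human ARF1(Δ1-17)-GTP substrate / Measured by: Tracer-displacement fluorescence polarization with EDTA stop, 620/688 nm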
* = called active by the depositor.

#1 CC/C(=N\O)C(C)(C)/[N+]([O-])=C/c1ccc(Br)cc1
#2 COc1ccccc1C(=O)Nc1ccc(NC(=O)c2ccco2)cn1
#3 Cc1cc(C)n2nc(SCc3ncc(-c4ccccc4)o3)nc2n1
#4 C=CCNC(=O)c1c(CSc2ccc(Cl)cc2)noc1C(=O)NCCC
#5 O=C(OCC(=O)N1N=C(c2ccc(Cl)cc2)CC1c1ccco1)c1ccccc1O (stereo unspecified)
#6 CCN1C(=O)C(CC(=O)Nc2ccc(Br)cc2)N(CCCc2ccccc2)C1=S (stereo unspecified)
#7 CC(=O)Nc1ccc(S(=O)(=O)Nc2nc(C)nc3sc(C)c(C)c23)cc1
#8 O=C(CNc1cccc(S(=O)(=O)N2CCCC2)c1)Nc1ccc(F)c(F)c1

Assay by compound	1	2	3	4	5	6	7	8
KLK7 zymogen act	0.0	0.0	0.8	0.2	0.6	0.3	-0.1	0.6
PLCb3 inh	4	-11	-1	1	-4	9	-9	-4
UHRF1 MBD2 ctr	-1	0	1	-3	-2	3	-2	-3
Tn7 DDE FP	2	2	-4	7	-2	0	4	5
Tn6 DDE FP	4	3	-1	-2	-3	-8	4	2
MBD2 DNA inh	-2	-2	-2	-1	3	3	0	1
PLCg1 inh	4	-4	3	-1	-4	9	-2	9
ADAM17 inh	0	-4	0	3	-5	9.0*	-6	-1
ASAP1 GAP inh	3	-4	-7	5	10	20	-12	4
ARFGAP1 inh	4	7	-1	2	3	13	2	3

#9 O=[N+]([O-])c1ccc(Nc2ccccc2O)c([N+](=O)[O-])c1
#10 CC1(C)CSC(=NCCc2ccccc2)N1
#11 Cc1cc(C)nc(SCc2csc(-c3ccccc3)n2)n1
#12 CCc1[nH]nc(C(=O)N2CCCC(CCC(=O)N3CCN(c4ccccn4)CC3)C2)c1C (stereo unspecified)
#13 CN(C)CCCNC(=O)c1cc(C(=O)c2cccc(Cl)c2Cl)c[nH]1
#14 COc1ccc(CCN2CC(C(=O)Nc3cc(S(C)(=O)=O)ccc3Cl)CC2=O)cc1OC (stereo unspecified)
#15 CC(=O)c1cccc(NC(=O)NCc2ccc3c(c2)OCO3)c1
#16 Cc1cc2nc(SC(C)C(=O)O)[nH]c2cc1C (stereo unspecified)

Assay by compound	9	10	11	12	13	14	15	16
KLK7 zymogen act	0.7	-0.1	0.3	-0.7	0.6	0.3	-0.6	0.1
PLCb3 inh	5	0	2	4	-3	-5	-6	1
UHRF1 MBD2 ctr	-11	1	8	3	-2	2	-4	-1
Tn7 DDE FP	-3	-4	-2	-1	1	-1	-4	-5
Tn6 DDE FP	5	4	12	-7	10	-7	-7	-4
MBD2 DNA inh	-9	-4	4	1	-4	5	3	2
PLCg1 inh	9.5*	3	0	-2	3	-12	0	2
ADAM17 inh	7	3	-1	-2	-5	-2	-1	-2
ASAP1 GAP inh	4	5	9	-12	6	4	3	3
ARFGAP1 inh	2	5	-12	-3	-2	9	10	10

#17 CCOC(=O)C1CCN(C(=O)NS(=O)(=O)c2ccc(C)cc2)CC1
#18 CC(/C=C/C=C/c1ccccc1)=N\NC(=O)c1cccnc1
#19 CCOC(=O)C1CCCN(C(=O)Cc2c(F)cccc2Cl)C1 (stereo unspecified)
#20 CC1CCN(c2nnc(N)s2)CC1
#21 Cc1cc(C)c(NC(=S)N(C)C)cc1C
#22 CCOC(=O)[C@]12CCC=C1N(CCC1=CCCCC1)C(=O)[C@H](CC(=O)N1CCCC1)C2
#23 O=C(CSc1nc2ccccc2c(=O)[nH]1)c1ccc(O)c(O)c1
#24 COC(=O)C[C@H]1CC[C@H](NC(=O)Cc2ccccc2)[C@@H](CO)O1

Assay by compound	17	18	19	20	21	22	23	24
KLK7 zymogen act	0.5	-0.2	0.0	0.0	-0.3	0.3	-1.5	0.5
PLCb3 inh	-3	-2	1	4	-5	-3	-2	3
UHRF1 MBD2 ctr	-2	-1	-4	-4	1	1	1	1
Tn7 DDE FP	8	2	6	7	5	-2	-4	2
Tn6 DDE FP	-1	-5	5	1	6	0	0	-1
MBD2 DNA inh	-1	3	-1	2	-5	-3	3	2
PLCg1 inh	1	-1	1	1	-1	0	0	3
ADAM17 inh	-2	-5	-3	1	-6	-4	-2	1
ASAP1 GAP inh	3	-5	-10	-11	1	7	-3	0
ARFGAP1 inh	-4	-4	-10	-1	6	-8	5	-1

#25 CC1=C(C(=O)OCc2ccccc2)C(c2cccc([N+](=O)[O-])c2)NC(=O)N1CCCCCC(=O)O (stereo unspecified)
#26 O=C(Nc1cccnc1)c1ccc(-c2ccc(Cl)cc2)o1
#27 Cc1ccc(C)c(S(=O)(=O)NCc2ccc(C(=O)N3CCCCC3C)cc2)c1 (stereo unspecified)
#28 CCOc1ccccc1OCCOc1ccc(F)cc1
#29 CN(/N=C/c1ccc(Cl)cc1Cl)c1ncc(Cl)cc1C(F)(F)F
#30 O=[N+]([O-])c1ccc(Oc2ccc(C(F)(F)F)cn2)cc1
#31 O=C(c1ccccc1)c1cnc(Nc2ccc(Cl)c(Cl)c2)s1
#32 O=C(CN1CCN(C(=O)C2CCN(C(=O)/C=C/c3ccccc3)CC2)CC1)Nc1ccccc1Cl

Assay by compound	25	26	27	28	29	30	31	32
KLK7 zymogen act	-0.2	-0.7	0.7	0.0	0.1	-0.5	0.4	0.4
PLCb3 inh	1	5	2	4	-1	3	-7	-4
UHRF1 MBD2 ctr	-1	1	3	0	2	0	1	-1
Tn7 DDE FP	3	-4	-2	4	3	0	-2	-5
Tn6 DDE FP	2	-2	-5	0	-8	-6	-1	-4
MBD2 DNA inh	-3	0	-2	-2	2	-1	-1	1
PLCg1 inh	-2	5	6	6	3	2	-7	-1
ADAM17 inh	-3	6	-1	2	1	-2	-6	-4
ASAP1 GAP inh	-1	0	10	-10	7	3	2	-1
ARFGAP1 inh	14	-13	-3	0	-1	-5	14	5

#33 O=S1(=O)N[C@@H](Cc2ccccc2)COc2cccc(N3CCCC3)c21
#34 CCN(CC(=O)NCc1ccc(F)cc1)C(=O)C1CCN(S(=O)(=O)c2ccc(C(C)C)cc2)CC1
#35 O=C(Nc1ccc(O)cc1)c1ccc(NC(=O)c2cccs2)cc1
#36 CC(=O)N1CCc2cc(S(=O)(=O)CCC(=O)NCCc3ccccc3)ccc21
#37 O=C(N/N=C/C=C/c1ccco1)c1cccnc1
#38 Cc1ccc(CNC(=O)CCSCc2ccccc2C)cc1
#39 CCCC(=O)Nc1cc2c3c(c1)C(C)C(=O)N3CCC2 (stereo unspecified)
#40 CC(=O)c1ccc(C#CC(C)(C)O)s1

Assay by compound	33	34	35	36	37	38	39	40
KLK7 zymogen act	-0.8	0.1	4.9	0.3	0.3	-0.4	-0.8	0.2
PLCb3 inh	0	-6	0	-4	-20	-7	-8	-2
UHRF1 MBD2 ctr	0	0	-2	0	19	1	7	11
Tn7 DDE FP	-3	6	-8	2	4	9	-3	1
Tn6 DDE FP	0	3	-11	6	4	1	8	6
MBD2 DNA inh	-5	0	-1	-1	3	2	4	9
PLCg1 inh	0	1	4	-1	-15	3	-4	2
ADAM17 inh	2	-2	2	0	0	0	0	-5
ASAP1 GAP inh	3	1	14	-1	-6	-9	9	7
ARFGAP1 inh	19	-12	10	12	-9	4	2	-9

Ordered by SMILES length (falling): part of the list above
#34 CCN(CC(=O)NCc1ccc(F)cc1)C(=O)C1CCN(S(=O)(=O)c2ccc(C(C)C)cc2)CC1
#33 O=S1(=O)N[C@@H](Cc2ccccc2)COc2cccc(N3CCCC3)c21
#38 Cc1ccc(CNC(=O)CCSCc2ccccc2C)cc1

Assay by compound	34	33	38
KLK7 zymogen act	0.1	-0.8	-0.4
PLCb3 inh	-6	0	-7
UHRF1 MBD2 ctr	0	0	1
Tn7 DDE FP	6	-3	9
Tn6 DDE FP	3	0	1
MBD2 DNA inh	0	-5	2
PLCg1 inh	1	0	3
ADAM17 inh	-2	2	0
ASAP1 GAP inh	1	3	-9
ARFGAP1 inh	-12	19	4

Other compounds follow.
#41 CSc1ccc(S(=O)(=O)NCc2ccccc2C)cc1
#42 O=C1NC[C@H](Cc2ccc(O)cc2)N(CCc2cc(C(F)(F)F)cc(C(F)(F)F)c2)C1=O
#43 COc1ccc(OC)c(NC(=O)C2(C)CCN2C(=O)Cc2ccccc2)c1 (stereo unspecified)
#44 c1ccc(-c2ccc(OCCCn3cncn3)cc2)cc1
#45 COc1ccccc1OCC(=O)NCc1cccs1
#46 COC(=O)C1=C(C)Nc2nnnn2C1c1cccnc1 (stereo unspecified)
#47 Cc1ccc(C(=O)OCC(=O)N2CCCCCC2)c(O)c1
#48 COc1ccc(N=NC2=C(O)CC(C)(C)CC2=O)c(OC)c1

Assay by compound	41	42	43	44	45	46	47	48
KLK7 zymogen act	-0.5	6.4	0.1	0.8	0.3	0.4	0.5	0.3
PLCb3 inh	-5	-5	-2	0	-2	2	-8	-3
UHRF1 MBD2 ctr	8	3	1	-1	-3	-2	29*	-22
Tn7 DDE FP	-4	2	-1	0	4	0	2	-14
Tn6 DDE FP	-4	-7	-5	-4	8	-4	-4	3
MBD2 DNA inh	1	0	5	1	1	-5	2	-23
PLCg1 inh	1	-5	0	4	-2	-1	2	-2
ADAM17 inh	-1	-7	-1	-1	-7	-3	-3	4
ASAP1 GAP inh	4	0	-21	-5	16	-9	3	-22
ARFGAP1 inh	1	-1	8	15	1	-5	5	-11

4 of the entries above in order of their number in ASAP1 GAP inh, largest number first:
| No. | SMILES | ASAP1 GAP inh |
| --- | --- | --- |
| 47 | Cc1ccc(C(=O)OCC(=O)N2CCCCCC2)c(O)c1 | 3 |
| 44 | c1ccc(-c2ccc(OCCCn3cncn3)cc2)cc1 | -5 |
| 43 | COc1ccc(OC)c(NC(=O)C2(C)CCN2C(=O)Cc2ccccc2)c1 (stereo unspecified) | -21 |
| 48 | COc1ccc(N=NC2=C(O)CC(C)(C)CC2=O)c(OC)c1 | -22 |

The listing continues:
#49 Cn1c(SCC(=O)c2ccccc2)nnc1-c1ccccn1
#50 O=C(NCc1ccc(Cl)cc1)c1ccc(S(=O)(=O)N2CCCCC2)cc1
#51 Cc1ccc(OCC(=O)NCc2ccccn2)c(Br)c1
#52 C=CCOC(=O)C1=C[C@H](c2ccc3c(c2)OCO3)C[C@H](OCCCCO)O1
#53 CCCOc1ccc(C(=O)Nc2ccc(Cl)cn2)cc1
#54 Cc1ccc(S(=O)(=O)N2C[C@H]3C(=O)C[C@@H](c4ccccc4)N(S(=O)(=O)c4ccccc4C)[C@H]3C[C@H]2c2ccccc2)cc1

Assay by compound	49	50	51	52	53	54
KLK7 zymogen act	0.0	-0.6	-0.1	1.3	0.6	-0.8
PLCb3 inh	-2	-7	3	-20	4	4
UHRF1 MBD2 ctr	1	2	-1	6	0	2
Tn7 DDE FP	2	0	-3	2	0	-7
Tn6 DDE FP	-2	-4	4	9	-8	-8
MBD2 DNA inh	5	-2	-6	4	2	-3
PLCg1 inh	0	4	6	-15	6	4
ADAM17 inh	0	-5	0	-11	1	11*
ASAP1 GAP inh	6	8	7	6	2	1
ARFGAP1 inh	-1	-3	-3	5	3	6

Source: PubChem (The Scripps Research Institute Molecular Screening Center)

Compounds as they come. About 4.1% of those tested had a hit in this group.
